H37Rv inhibition – M. tuberculosis growth inhibition, HTS (AID 449762) | one-dose inhibition, % at 25 µM; IC50 in µM for titrated hits | 330,000 compounds, 0.59% hits | M. tuberculosis H37Rv growth inhibition, 7H9 media; higher % means a stronger effect; in the data active means a potency from the dose series; inconclusive means inhibition above about 70% without an active follow-up result;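 further: bacterial growth assessed after seven days of incubation; strong numbers were not always called active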
VEEV TC-83 Vero – inhibitors of VEEV TC-83 cytopathic effect, confirmation, Vero cells (AID 588727); Vero cells, VEEV TC-83 cytopathic effect inhibition; higher % means a stronger effect; one-dose inhibition, % at 20 µM; IC50 in µM for titrated hits; 350,000 compounds, 0.13% hits; in the data active means a potency from the dose series; inconclusive means inhibition mostly from about 14% at the one dose, without a potency; inactive means the rest, 99 in 100 with inhibition below about 12%; further: strong numbers were not always called active
tuberculosis growth – growth inhibition of non-replicating M. tuberculosis (AID 488890). Mycobacterium tuberculosis non-replicating, growth inhibition; higher % means a stronger effect. 320,000 compounds, 0.39% hits. inhibition, % at 25 µM, or IC50 in µM where a hit was titrated; in the data active means a potency from the dose series; inconclusive means inhibition mostly from about 82% at the one dose, without a potency; inactive means the rest, 99 in 100 with inhibition below about 76%;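 further: plate controls were DMSO cells for no effect and high antibiotic wells for full effect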
Salmonella PhoP GFP – PhoP regulon inhibitors, Salmonella typhi PhoP promoter GFP reporter, confirmatory (AID 1850); Salmonella Typhi PhoP-promoter GFP reporter, fluorescence, 4 h; higher % means a stronger effect; inhibition, % at 50 µM, or IC50 in µM where a hit was titrated; 310,000 compounds, 0.33% hits; in the data active means a potency from the dose series; inconclusive means inhibition mostly from about 25% at the one dose, without a potency; inactive means the rest, 99 in 100 with inhibition below about 19%;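 further: 0% = induced wells with vehicle and 100% = uninduced wells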
H1N1 NS1A inhibition – NS1A inhibition, H1N1 influenza, cell based functional assay (AID 504329); NS1A functional cell-based assay, percent inhibition; higher % means a stronger effect; inhibition, % at 12.5 µM; hits with a dose series show IC50 in µM; 340,000 compounds, 0.3% hits; in the data active means a potency from the dose series; inconclusive means inhibition above about 27% without an active follow-up result; further: strong numbers were not always called active
VEEV TC-83 Vero 10K pilot screen – further read-out of VEEV TC-83 Vero, marked with its call; inhibition, %; measured here: 10K pilot screen inhibition
* hit, by the source's call.

Preview:
O=C(NCc1ccc(F)cc1)c1ccc(CS(=O)(=O)Cc2ccc(F)cc2)o1 was read as H37Rv inhibition -9%, VEEV TC-83 Vero 0.2%, tuberculosis growth 9%, Salmonella PhoP GFP -8% and H1N1 NS1A inhibition -22%.
`CCOc1ccccc1N(CC(=O)Nc1ccccc1C(=O)OC)S(C)(=O)=O` gave H37Rv inhibition 0%, VEEV TC-83 Vero 3.9%, tuberculosis growth -11%, Salmonella PhoP GFP -7% and H1N1 NS1A inhibition -17%.

The listing, previewed entries included:
O=C(NCc1ccc(F)cc1)c1ccc(CS(=O)(=O)Cc2ccc(F)cc2)o1 was read as H37Rv inhibition -9%, VEEV TC-83 Vero 0.2%, tuberculosis growth 9%, Salmonella PhoP GFP -8% and H1N1 NS1A inhibition -22%.
`CCOc1ccccc1N(CC(=O)Nc1ccccc1C(=O)OC)S(C)(=O)=O` gave H37Rv inhibition 0%, VEEV TC-83 Vero 3.9%, tuberculosis growth -11%, Salmonella PhoP GFP -7% and H1N1 NS1A inhibition -17%.
Screening Cn1ncc(S(=O)(=O)Cc2ccccc2)c(Cl)c1=O returned H37Rv inhibition 0%, VEEV TC-83 Vero 1.1%, tuberculosis growth inconclusive, Salmonella PhoP GFP 0% and H1N1 NS1A inhibition -17%.
CC(=O)c1cccc(NC(=O)/C(=C\c2ccco2)NC(=O)c2ccco2)c1 was read as H37Rv inhibition 1%, VEEV TC-83 Vero 0.1%, tuberculosis growth 6%, Salmonella PhoP GFP 6% and H1N1 NS1A inhibition 0%.
`O=c1[nH]cc(COCC(F)(F)C(F)(F)C(F)(F)F)c(=O)[nH]1` gave H37Rv inhibition -2%, VEEV TC-83 Vero 1.4%, tuberculosis growth 1%, Salmonella PhoP GFP -7% and H1N1 NS1A inhibition -1%.
`COc1ccc(CC(=O)N2CCN(c3ccccc3OC)CC2)cc1` gave H37Rv inhibition -2%, VEEV TC-83 Vero 0.8%, tuberculosis growth 0%, Salmonella PhoP GFP -4% and H1N1 NS1A inhibition -3%.
For CCOC(=O)c1cnc2nc(SC)nn2c1N the results were H37Rv inhibition 4%, VEEV TC-83 Vero 0.7%, tuberculosis growth 2%, Salmonella PhoP GFP -2% and H1N1 NS1A inhibition -14%.
Screening Cc1cc(C(=O)CN2C(=O)NC(CC(C)C)C2=O)c(C)n1C1CC1 (configuration not stated) returned H37Rv inhibition 0%, VEEV TC-83 Vero 1.3%, tuberculosis growth 4% and H1N1 NS1A inhibition 0%.
`O=C(CCNS(=O)(=O)c1ccccc1C(F)(F)F)N1CCN(S(=O)(=O)c2cccc(Cl)c2)CC1` gave H37Rv inhibition -1%, VEEV TC-83 Vero 7.1%, tuberculosis growth 14%, Salmonella PhoP GFP 1% and H1N1 NS1A inhibition -4%.
`COC(=O)C1=C(C)N(CCc2ccc(OC)c(OC)c2)C(=O)/C1=C\N(C)C` gave H37Rv inhibition -4%, VEEV TC-83 Vero 1.1%, tuberculosis growth 10%, Salmonella PhoP GFP -3% and H1N1 NS1A inhibition -9%.
O=C(CCCOc1cccc(Br)c1)NC1CCC(O)CC1 (configuration not stated) was read as H37Rv inhibition 0%, VEEV TC-83 Vero 1.6%, tuberculosis growth 6%, Salmonella PhoP GFP -4% and H1N1 NS1A inhibition -5%.
`CCN1CCN(C(C)CCc2ccccc2)CC1` (configuration not stated) gave H37Rv inhibition -3%, VEEV TC-83 Vero inactive, tuberculosis growth 4%, Salmonella PhoP GFP -1% and H1N1 NS1A inhibition -21%.
CCN(C(=O)CN1C(=O)NC2(CCCc3ccccc32)C1=O)c1ccc(F)cc1 (configuration not stated) was read as H37Rv inhibition 2%, VEEV TC-83 Vero 0.3%, tuberculosis growth 51% and H1N1 NS1A inhibition -11%.
Screening CCCCCC/C=N/Nc1nnc(Cc2ccc(OC)c(OC)c2)c(=O)[nH]1 returned H37Rv inhibition 1%, VEEV TC-83 Vero 1.5%, tuberculosis growth -14%, Salmonella PhoP GFP 12% and H1N1 NS1A inhibition 10%.
Screening Cn1c(CN2CCCCC2)nc2cc(NC(=O)c3ccc(F)cc3)ccc21 returned H37Rv inhibition 9%, VEEV TC-83 Vero 4.9%, tuberculosis growth 7%, Salmonella PhoP GFP 8% and H1N1 NS1A inhibition 18%.
Screening CCOC(=O)c1ccc(Nc2nc(C)cc(=O)[nH]2)cc1 returned H37Rv inhibition -14%, VEEV TC-83 Vero 2.1%, tuberculosis growth -10%, Salmonella PhoP GFP -3% and H1N1 NS1A inhibition 2%.
`O=C(Nc1c[nH]c(=O)[nH]c1=O)c1ccc([N+](=O)[O-])cc1` gave H37Rv inhibition -3%, VEEV TC-83 Vero 0.8%, tuberculosis growth -1%, Salmonella PhoP GFP -4% and H1N1 NS1A inhibition 2%.
`CCOC(=O)N1CCC(NC(=O)CCC(=O)c2ccccc2)CC1` gave H37Rv inhibition -1%, VEEV TC-83 Vero 0.7%, tuberculosis growth -4%, Salmonella PhoP GFP -2% and H1N1 NS1A inhibition -1%.
CC(=O)Oc1c(-c2ccco2)oc2ccccc2c1=O was read as H37Rv inhibition inconclusive, VEEV TC-83 Vero 0.1%, tuberculosis growth inactive, Salmonella PhoP GFP 7% and H1N1 NS1A inhibition -1%.
CCc1nn(-c2cc(Cl)ccc2OC)c2c1C(=O)CCC2 was read as H37Rv inhibition -4%, VEEV TC-83 Vero inactive, tuberculosis growth 8%, Salmonella PhoP GFP -3% and H1N1 NS1A inhibition -5%.
`CCc1c(C(=O)OCc2ccccc2)[nH]c(C)c1C` gave H37Rv inhibition 11%, VEEV TC-83 Vero 3.2%, tuberculosis growth 29%, Salmonella PhoP GFP -7% and H1N1 NS1A inhibition 4%.
CC(=O)N=C(N)Sc1nc2ccccc2[nH]1 was read as H37Rv inhibition 9%, VEEV TC-83 Vero 1.8%, tuberculosis growth 27%, Salmonella PhoP GFP -9% and H1N1 NS1A inhibition -3%.
For CCn1nc(NS(=O)(=O)c2ccc(NC(C)=O)cc2)c2cc3ccc(C)cc3nc21 the results were H37Rv inhibition -6%, VEEV TC-83 Vero 0.6%, tuberculosis growth 9%, Salmonella PhoP GFP -10% and H1N1 NS1A inhibition 6%.
`Cc1ccc(NC(=O)CSCC(=O)N(C)CC(=O)Nc2cccc3ccccc23)cc1` gave H37Rv inhibition -2%, VEEV TC-83 Vero inactive, tuberculosis growth 23%, Salmonella PhoP GFP -12% and H1N1 NS1A inhibition -2%.
O=C(NNC(=O)c1sccc1-n1cccc1)Nc1ccccc1 was read as H37Rv inhibition 3%, VEEV TC-83 Vero 3.7%, tuberculosis growth -9%, Salmonella PhoP GFP 7% and H1N1 NS1A inhibition -7%.
`CC1CCN(S(=O)(=O)c2ccc3c(c2)N(CC(=O)NCCCOC(C)C)C(=O)CO3)CC1` gave H37Rv inhibition 5%, VEEV TC-83 Vero 1.7%, tuberculosis growth 15%, Salmonella PhoP GFP -14% and H1N1 NS1A inhibition 2%.
Screening Cc1noc(C)c1CSc1cc(C)c2ccccc2n1 returned H37Rv inhibition 4%, VEEV TC-83 Vero inactive, tuberculosis growth -3%, Salmonella PhoP GFP 14% and H1N1 NS1A inhibition -9%.
`CCNC(=O)/C(=C\c1ccccc1)NC(=O)/C=C/c1ccccc1` gave H37Rv inhibition 2%, VEEV TC-83 Vero 0.4%, tuberculosis growth -21%, Salmonella PhoP GFP -15% and H1N1 NS1A inhibition 4%.
`COc1ccc(C2C(C(=O)c3ccco3)=C(O)C(=O)N2CC2CCCO2)cc1` (configuration not stated) gave H37Rv inhibition 8%, VEEV TC-83 Vero 2.4%, tuberculosis growth 7%, Salmonella PhoP GFP 7% and H1N1 NS1A inhibition 1%.
For CCOC(=O)C1=C(N)OC2=C(C(=O)CCC2)C1c1cccnc1 (configuration not stated) the results were H37Rv inhibition 0%, VEEV TC-83 Vero 2.0%, tuberculosis growth -5%, Salmonella PhoP GFP 4% and H1N1 NS1A inhibition -2%.
CC(=O)Nc1ccc(Oc2cc(C#N)c(C#N)cc2N2CCOCC2)cc1 was read as H37Rv inhibition -5%, VEEV TC-83 Vero 1.3%, tuberculosis growth 4%, Salmonella PhoP GFP 4%, H1N1 NS1A inhibition -1% and VEEV TC-83 Vero 10K pilot screen 2.6.
Cc1[nH]c(=O)c(C#N)c(C)c1CCC(=O)Nc1cc(S(C)(=O)=O)ccc1Cl was read as H37Rv inhibition -4%, VEEV TC-83 Vero inactive, tuberculosis growth -3%, Salmonella PhoP GFP 3% and H1N1 NS1A inhibition 16%.
`CCOC(=O)c1c(NC(=O)CSc2nncs2)sc(C)c1-c1ccccc1` gave H37Rv inhibition 6%, VEEV TC-83 Vero 12%, tuberculosis growth 11%, Salmonella PhoP GFP -5% and H1N1 NS1A inhibition -3%.
`O=S(=O)(c1ccc(Cl)cc1)N1CCCC1c1nc(-c2ccc(Cl)cc2)no1` (configuration not stated) gave H37Rv inhibition 4%, VEEV TC-83 Vero 3.2%, tuberculosis growth 2%, Salmonella PhoP GFP -13% and H1N1 NS1A inhibition 5%.
Screening O=C(CCCc1nc(-c2ccccc2)no1)Nc1cccnc1 returned H37Rv inhibition 3%, VEEV TC-83 Vero 6.3%, tuberculosis growth 34%, Salmonella PhoP GFP -9% and H1N1 NS1A inhibition -5%.
`CCN(CC)S(=O)(=O)c1cc(NC(=O)CSc2nnc(-c3cccs3)o2)ccc1C` gave H37Rv inhibition -2%, VEEV TC-83 Vero 0.2%, tuberculosis growth -2%, Salmonella PhoP GFP -9% and H1N1 NS1A inhibition 2%.
CCc1cc(=O)[nH]c(SCc2cccnc2)n1 was read as H37Rv inhibition -5%, VEEV TC-83 Vero inactive, tuberculosis growth -5%, Salmonella PhoP GFP -8% and H1N1 NS1A inhibition 5%.
`CC(=O)Nc1ccc(NC(=O)c2c(-c3ccccc3)noc2C)cn1` gave H37Rv inhibition 1%, VEEV TC-83 Vero 9.4%, tuberculosis growth -5%, Salmonella PhoP GFP -5% and H1N1 NS1A inhibition 8%.
Screening CCc1nc(N2CCNCC2)c(C#N)c2c1CSC(C)(C)C2 returned H37Rv inhibition -7%, VEEV TC-83 Vero inactive, tuberculosis growth 28%, Salmonella PhoP GFP -8%, H1N1 NS1A inhibition 6% and VEEV TC-83 Vero 10K pilot screen 0.0.
`CCOC(=O)Cn1c2c(c(=N)c3c1CCC3)CCCC2` gave H37Rv inhibition 1%, VEEV TC-83 Vero 0.7%, tuberculosis growth -12%, Salmonella PhoP GFP -6% and H1N1 NS1A inhibition 7%.
Screening O=C(NCCN1C(=O)S/C(=C/c2cccnc2)C1=O)C1=NN(c2ccccc2)C(=O)CC1 returned H37Rv inhibition 4%, VEEV TC-83 Vero 2.0%, tuberculosis growth 2% and H1N1 NS1A inhibition -1%.
CCC1CCCCN1C(=O)c1cc2c(=O)n3cccc(C)c3nc2s1 (configuration not stated) was read as H37Rv inhibition 8%, VEEV TC-83 Vero 5.9%, tuberculosis growth 10%, Salmonella PhoP GFP -2% and H1N1 NS1A inhibition 5%.
CCCCC(O)(C(NC=O)C(=O)OC)C(F)(F)F (configuration not stated) was read as H37Rv inhibition -2%, VEEV TC-83 Vero 2.7%, tuberculosis growth -8%, Salmonella PhoP GFP -7% and H1N1 NS1A inhibition -4%.
For Oc1ccc(/C=C/c2ccc3ccccc3n2)cc1 the results were H37Rv inhibition 11%, VEEV TC-83 Vero 4.4%, tuberculosis growth 30%, Salmonella PhoP GFP 10% and H1N1 NS1A inhibition -20%.
For CN(CCc1ccccn1)Cc1ccc(Cl)cc1Cl the results were H37Rv inhibition -2%, VEEV TC-83 Vero inactive, tuberculosis growth 12%, Salmonella PhoP GFP 6% and H1N1 NS1A inhibition 0%.
`Cc1ccc(CNC(=O)C2CCN(c3nn4c(=O)cc(C)nc4s3)CC2)cc1` gave H37Rv inhibition 6%, VEEV TC-83 Vero 0.5%, tuberculosis growth 16%, Salmonella PhoP GFP -9% and H1N1 NS1A inhibition 5%.
`COc1ccc(NC(=O)C2CCN(c3cc(C)nc(-c4ccccc4)n3)CC2)cc1` gave H37Rv inhibition 3%, VEEV TC-83 Vero 4.7%, tuberculosis growth 13%, Salmonella PhoP GFP -1% and H1N1 NS1A inhibition 6%.
Screening COc1cccc(-c2csc(N3CCN(C(=S)Nc4ccc(Cl)cc4)CC3)n2)c1 returned H37Rv inhibition 57%, VEEV TC-83 Vero 2.6%, tuberculosis growth 24%, Salmonella PhoP GFP 1% and H1N1 NS1A inhibition -2%.
For Cc1nc(N2CCN(c3ccccn3)CC2)c2c(C)c(C(=O)Nc3c(C)cc(Br)cc3C)sc2n1 the results were H37Rv inhibition inconclusive, VEEV TC-83 Vero 13%, tuberculosis growth 32%, Salmonella PhoP GFP -8% and H1N1 NS1A inhibition 6%.
